Source: PubChem BioAssay
B2AR arrestin: beta2AR (human) beta-arrestin recruitment activity; 0.02% of 330,000 active; Potency, µM (doses to about 46.1 µM), for inactives: at the top dose activation, most hits filed as activators; AID 492947; P07550; beta-arrestin recruitment to beta2AR, cell-based reporter;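 note: potency is the fitted concentration of half-maximal effect; 0% = DMSO controls and full agonism = EC100 isoproterenol or metaproterenol; nearly all actives have a fitted effect of over 65% in size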
FBPA coupling cs: inhibits coupling enzyme system, counter-screen for aldolase hits. coupling enzyme system counterscreen, AmpLite Red fluorescence. activity change, negative = inhibition, % at 58.2 µM, hits read low. 0.67% of 290,000 active; in the data active = activity change below about -30%; note: % is set by controls: 0 for no effect and ±100 for the full control effect
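Compounds tested against the coupling enzymes alone at 57.5 uM final; readout was AmpLite Red fluorescence (525/598 nm) after 20 min at RT.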
MLL CXXC-DNA inh: MLL CXXC-DNA interaction inhibition; MLL-CXXC / FITC-HOXA9 DNA fluorescence polarization; Potency, µM (titrated, usually from 115 µM), without a hit: top-dose activity change, negative = inhibition, most hits filed as inhibitors; Q03164; 0.037% of 290,000 active; AID 2662; active = well fitted inhibition curve with a large enough effect in the polarisation, with a control signal flat, not every such curve was filed as active; inconclusive = small, poorly fitted or top-dose-only effect, or effect the other way, or a change in a side signal; inactive = no such curve, though single readings can be large or run the other way; the % refers to the polarisation; note: potency is the fitted concentration of half-maximal effect
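Purified MLL-CXXC (added from a 7 uM solution) was preincubated 5 min at ambient with pinned compounds in 50 mM Tris-HCl pH 7.5, 50 mM NaCl, 1 mM DTT, 0.05% BSA. Fluorescein-labeled HOX-A9 DNA (50 nM solution) followed, 30 min, then polarization read.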
TRPV1 ag: human TRPV1 agonism. TRPV1-expressing cells, Fluo-8 calcium influx, agonist mode. activation, % at 8.33 µM. 0.19% of 320,000 active; in the data active = activation above about 80%; inconclusive = between about 30% and that limit; note: 0% is about no effect
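Fluo-8 calcium influx in TRPV1-expressing cells, kinetic read (ex 480/em 520 nm). Compound added and read 3 min for agonist activity, followed by capsaicin at EC20 final and 2 min further read for enhancement.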
Giardia kill: Giardia lamblia killing. Giardia lamblia trophozoite viability. activity change, % at 7.66 µM, hits read low. 0.15% of 340,000 active. AID 540267; in the data active = activity change below about -80%; inconclusive = between about -30% and that limit;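 note: parasites exposed to compound for two days anaerobically before the ATP read; % is set by controls: 0 for no effect and ±100 for the full control effect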
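Luminescence from cellular ATP indicates surviving trophozoites (100 cells/well) following 48 hrs anaerobic compound treatment at 37 deg C; signal develops 15-30 min at room temperature.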
KCNH2 3.1 inh: inhibitors of human KCNH2 3.1 potassium channel isoform; 0.95% of 340,000 active; activity change, % (tested at about 1.8 µM); U2OS KCNH2 3.1, thallium flux FluxOr; hits give low values;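 active = maximum activity change below -70%; inconclusive = maximum activity change from -70% to -50%; inactive = maximum activity change above -50%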;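 note: thallium influx rate constant from kinetic fluorescence after stimulation buffer; % is set by controls: 0 for no effect and ±100 for the full control effect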
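Normalized rate constant (relative to positive and negative DMSO controls) derived from a 2 min kinetic fluorescence read after stimulation; U2OS cells expressing the 3.1 isoform via virus at 1.77 x 10^8 /mL.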
GALK inhibitor: blocks human galactokinase activity | P51570 | Purified GALK, Kinase-Glo residual ATP luminescence | Potency, µM (top dose mostly 57.5 µM), for the others: top-dose activity change, negative = inhibition, hits mostly inhibitors | 0.007% of 270,000 active | AID 1868; note: potency is the fitted concentration of half-maximal effect; % is set by controls: 0 for no effect and ±100 for the full control effect
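ATP-depletion format; final 35 uM ATP, 100 uM D-galactose, 5 nM enzyme; pH 8.0 HEPES/Mg2+ buffer; 60 min RT; luminescence read 10 min after detection reagent.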
KCNH2 WT inh: inhibitors of human wildtype KCNH2 potassium channel. Q12809. U2OS, BacMam KCNH2, thallium flux FluxOr; hits give low values. activity change, % at 1.84 µM. 0.37% of 340,000 active. AID 720551;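 active = maximum activity change below -70%; inconclusive = maximum activity change between -70% and -50%; inactive = maximum activity change above -50%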; note: % is set by controls: 0 for no effect and ±100 for the full control effect
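U2OS cells transduced with wild-type KCNH2 virus are loaded with FluxOr dye for 45 min, and thallium flux is measured in kinetic reads before and after stimulation buffer. Rate constants are normalized to DMSO controls.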
USP2a block: USP2a (human) protease inhibition | O75604 | USP2 core, Ub-CHOP2 coupled fluorogenic reporter, 485/531 | Potency, µM (top dose mostly 38.3 µM), for inactives: top-dose activity change, negative = inhibition, actives largely listed as inhibitors | 0.01% of 330,000 active;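 note: potency is the fitted concentration of half-maximal effect; plate controls were DMSO wells for no effect and full inhibition by NEM control for full effect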
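Deubiquitinase activity read as fluorescence (485/531 nm) after Ub-CHOP2 cleavage activates the enterokinase reporter on its substrate; USP2 core 10nM, Ub-CHOP2 and substrate 25nM each, 30min compound preincubation then 60min RT; data normalized to NEM, curves fitted.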
PKM2 act: PKM2 (human) enzyme activation | P14618 | purified PKM2, Kinase-Glo ATP luminescence, activation; response scale: 0% is enzyme alone, no compound | Potency, µM (series often up to 57.5 µM), for inactives: at the top dose activation, usual class: activators | 0.34% of 260,000 active; note: potency is the fitted concentration of half-maximal effect; % is set by controls: 0 for no effect and ±100 for the full control effect; nearly all actives have a fitted effect of over 55% in size
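Purified hPK-M2 (>95% pure) converted ADP (0.1 mM final) to ATP with 0.5 mM PEP in 50 mM imidazole pH7.2, KCl, MgCl2, Tween 20, BSA; 1 h at room temperature. ATP detected by Kinase-Glo luminescence.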
Menin MLL FP TR: menin-MLL binding inhibition, Texas Red mutant peptide; Potency, µM (titrated, usually from 61.6 µM), inactives show top-dose FP activity change, negative = inhibition, usual class: inhibitors; O00255; AID 1768; 0.23% of 270,000 active; Menin + Texas Red MLL mutant peptide, fluorescence polarization; active = well fitted inhibition curve with a large enough effect in the polarisation, with a control signal flat, not every such curve was filed as active; inconclusive = small, poorly fitted or top-dose-only effect, or effect the other way, or a change in a side signal; inactive = no such curve, though single readings can be large or run the other way; the % refers to the polarisation; note: potency is the fitted concentration of half-maximal effect; % of control where 0% means no effect; many of its hits are not listed in these tables
Numbers without * were called inactive; ? = inconclusive; . = not tested or not shown; [ ] = dose if it differs, or a comment. Unless noted, calls come from the whole dose curve; as a rule, active = well fitted curve in the direction sought with a large enough effect; inconclusive = small, poorly fitted or top-dose-only effect, or another doubt; inactive = no such curve, though single readings can be large; an effect the other way counts as inactive or inconclusive. This is a subset; the hit share may differ from the screen's.

SMILES | B2AR arrestin | FBPA coupling cs | MLL CXXC-DNA inh | TRPV1 ag | Giardia kill | KCNH2 3.1 inh | GALK inhibitor | KCNH2 WT inh | USP2a block | PKM2 act | Menin MLL FP TR
CC(=O)c1c(C)[nH]c(C(=O)OCc2cc(-c3ccco3)on2)c1C | 0.3% | . | . | . | 6.0 | 4.9 | . | 5.0 | 1.9% | . | .
CCCCn1cc([N+](=O)[O-])nc1C | -0.9% | -0.1 | -3.5% | 3.1 | 10.6 | -9.4 | 1.4% | -7.1 | -0.5% | 2.9% | .
CSc1ccccc1OCc1cc(C(=O)N(C)Cc2nonc2C)no1 | -1.2% | 0.6 | -0.7% | 8.9 | -12.4 | -5.2 | -4.9% | 12.1 | 4.2% | -2.1% | 6.1%
O=C(CCCn1cnc([N+](=O)[O-])n1)Nc1cccc2ccccc12 | 0.4% | -19.0 | 24.4% | 14.4 | ? | -1.2 | -0.6% | 13.5 | 0.2% | -2.2% | 2.2%
Cn1nc2c(c1C(=O)O)CCCC2 | -0.7% | 0.0 | -8.2% | -1.6 | 0.7 | -18.2 | -2.6% | -1.2 | -0.9% | 2.1% | -17.1%
COc1ccc(S(=O)(=O)NCCc2csc(-c3cccnc3)n2)cc1 | -0.3% | 1.2 | 5.4% | -2.6 | -0.2 | 1.9 | -1.0% | -4.8 | 2.0% | 7.4% | 12.5%
CCn1c(=O)c(=O)n(CC)c2cc(S(=O)(=O)Nc3cc(C)ccc3C)ccc21 | 0.1% | 0.7 | -2.3% | -2.4 | -23.7 | 1.1 | 0.6% | -5.2 | 1.7% | . | -1.6%
Cc1ccc2nc(-c3ccc(NC(=S)NC(=O)C(C)C)cc3)sc2c1 | -0.3% | -0.4 | 7.3% | -5.2 | -10.1 | -3.7 | -2.5% | 1.2 | -0.1% | -2.2% | -16.3%
COc1ccccc1N1CCN(CC(=O)NC(=O)NCc2ccco2)CC1 | -0.4% | -3.6 | 4.8% | -4.1 | -22.5 | -16.7 | -0.5% | -13.9 | 2.5% | 1.5% | -3.5%
COC(=O)NC1(C(F)(F)F)NC(=O)N(C2CCCCC2)C1=O (stereo unspecified) | 0.1% | 5.4 | -2.1% | 0.3 | 4.6 | -2.3 | -0.5% | 1.3 | 1.4% | -0.3% | 2.6%
CC(NC(=O)Cc1cccc(C(F)(F)F)c1)c1ccc(F)cc1 (stereo unspecified) | 0.1% | 2.1 | 0.5% | ? | -3.6 | 0.2 | -0.9% | -2.1 | 0.1% | 2.7% | 1.4%
Cc1ccc(-c2ocnc2C(=O)Nc2ccccc2C(=O)N2CCCC2)cc1 | -0.8% | 0.1 | 8.9% | 1.0 | 5.2 | -8.0 | 4.1% | 5.8 | 1.1% | . | .
COCCCNC(=O)c1c(NC(=O)c2cccs2)sc2c1CCCC2 | 0.1% | 0.8 | 1.6% | ? | 13.0 | -3.4 | -1.2% | -17.2 | -1.5% | 0.3% | -6.6%
COC(=O)c1cc(NC(=O)Cc2cccs2)cc(C(=O)OC)c1 | 0.9% | 2.3 | 3.4% | ? | 7.1 | -29.5 | 5.6% | -11.2 | 0.7% | 1.5% | ?
Nc1n[nH]c(=S)n1/N=C1/C(=O)Nc2ccccc21 | 0.0% | -6.4 | 16.9% | 1.2 | 0.2 | 0.8 | -2.0% | -8.0 | 9.7% | -4.4% | ?
Cn1c(=O)c(/C=C/c2ccccc2)nc2ccccc21 | 0.0% | 2.6 | 5.5% | ? | ? | 11.3 | -1.5% | 3.8 | 3.4% | -1.0% | 17.5%
Cc1ccc(NC2CCCN(C(=O)CN3C(=O)c4ccccc4C3=O)C2)cc1C (stereo unspecified) | -0.5% | . | 8.2% | ? | -5.7 | . | 5.5% | -4.7 | -1.1% | -1.3% | .
COC(c1ccccc1)c1nnc(CCC(=O)NCCC(C)C)o1 (stereo unspecified) | -1.0% | -0.2 | 0.7% | 0.2 | 4.7 | 7.9 | 13.7% | 7.2 | -0.4% | -3.7% | -9.6%
CCOC(=O)c1sc(NC(=O)Cc2ccc(C)cc2)nc1C | -0.4% | -3.6 | -2.5% | 3.2 | 4.4 | -4.4 | -2.5% | . | -1.0% | -6.7% | 14.9%
CCCSc1ccc2nc(-c3ccccc3)cn2c1 | -1.0% | -4.8 | -0.6% | ? | ? | -7.8 | 9.9% | 3.8 | 2.2% | -55.1% | 1.3%
CCC(CC)NC(=O)c1cc2c(C)nn(Cc3ccccc3Cl)c2s1 | -0.8% | -0.6 | 3.6% | 9.0 | 0.9 | -8.5 | -0.5% | -23.2 | -1.5% | -4.0% | -13.8%
COc1ccc(S(=O)(=O)NC(C)C(=O)Nc2ccc3c(c2)OCO3)cc1OC (stereo unspecified) | 0.1% | 1.6 | -4.4% | 1.2 | 16.6 | 24.9 | 11.6% | 0.5 | -1.3% | 2.7% | 21.6%
O=c1[nH]cnc2c1cnn2Cc1ccccc1 | -0.5% | 2.0 | 4.2% | -5.1 | 2.9 | -1.6 | 2.6% | -2.0 | 1.8% | 4.5% | -8.4%
O=C(CCn1nnc(-c2cccs2)n1)NC1CCCCC1 | 0.0% | 0.0 | 2.8% | 7.0 | 3.3 | -24.3 | -1.5% | 31.6 | 1.6% | -7.6% | 9.5%
CC1CCN(S(=O)(=O)c2ccc(C(C)C)cc2)CC1 | -0.2% | -2.3 | 0.1% | -1.9 | 48.8[activator] | -39.5 | -3.6% | 4.7 | 8.0% | 13.8% | -1.3%
CC1CCN(c2ccc([N+](=O)[O-])cc2C(=O)O)CC1 | 3.4% | 1.5 | 5.3% | 1.2 | -16.8 | -177.8* | -0.4% | -132.6* | 4.5% | 1.7% | -2.7%
O=C(CS(=O)c1cccc(Cl)c1)Nc1ccccc1Cl (stereo unspecified) | -0.2% | 0.2 | -1.8% | -2.6 | -6.5 | 3.6 | -4.4% | -4.7 | 0.7% | 2.4% | 11.1%
CC1CN(C(=S)Nc2cccc(Cl)c2Cl)CC(C)O1 (stereo unspecified) | -0.9% | 0.3 | 4.5% | -2.1 | -6.7 | -48.1 | 0.8% | -2.2 | 0.1% | 1.8% | 32.3%[activator]
O=C(O)CSc1c(-c2ccccc2)[nH]c2ccccc12 | -3.5% | 8.1 | 4.8% | -4.1 | -5.6 | -9.7 | 1.4% | -8.8 | -1.0% | -2.1% | -3.7%
Cc1cc(C(=O)CN2C(=O)c3ccccc3S2(=O)=O)c(C)n1-c1ccccc1 | -1.6% | -3.8 | 18.3% | 6.9 | -30.0 | -9.7 | -1.0% | -0.4 | -2.3% | -0.5% | -25.3%
O=C(COc1ccc(C(F)(F)F)cc1[N+](=O)[O-])Nc1cccc(C(F)(F)F)c1 | 3.5% | 1.5 | 2.3% | -1.3 | -20.6 | 15.1 | . | -2.0 | 3.1% | 3.4% | 6.6%
O=C(CNS(=O)(=O)c1cccs1)N1CCN(c2ccccc2F)CC1 | 0.0% | 0.3 | 9.9% | 0.9 | 3.1 | -1.8 | -1.3% | 2.7 | -1.2% | 11.4% | -0.7%
COc1ccc(NC(=O)N(Cc2ccc3c(c2)OCO3)C2CC(=O)N(c3ccc(OC)cc3)C2=O)cc1 (stereo unspecified) | 0.5% | 0.9 | -0.3% | -0.2 | -5.5 | 4.3 | -1.1% | 0.6 | 2.4% | -2.5% | 16.7%
O=C1OC(CO)CN1Cc1ccccc1 (stereo unspecified) | 0.4% | 3.2 | -7.4% | -1.7 | 3.8 | -6.5 | 3.5% | -15.4 | -0.5% | . | 17.5%
CCOC(=O)c1ccc(N/C=C/C(=O)c2ccccc2)cc1 | -0.1% | -24.6 | -6.6% | ? | 1.1 | 0.4 | 2.0% | 8.7 | -1.1% | -9.8% | ?
O=C(c1ccc(CS(=O)Cc2ccccc2Cl)o1)N1CCN(c2cccc(Cl)c2)CC1 (stereo unspecified) | -0.2% | 2.4 | -8.1% | 0.6 | 2.6 | 1.6 | -1.6% | -1.6 | -3.9% | . | ?
Cc1ccccc1C(=O)c1cccn1CC(=O)NC(C)CCc1ccccc1 (stereo unspecified) | -0.3% | 0.9 | -3.6% | 28.2 | -3.4 | -0.7 | 0.3% | -12.8 | 0.4% | . | -15.3%
COc1cc(C(=O)Nc2ccc(NC(=O)C(C)C)nc2)cc(OC)c1OC | -0.2% | -10.8 | -2.4% | -0.5 | 10.4 | -6.7 | -0.4% | -8.7 | 4.6% | 2.5% | -18.2%
